12-LOX inh = ALOX12 (human) lipoxygenase inhibition | P18054 | purified 12hLO, xylenol orange hydroperoxide absorbance | Potency, µM (highest dose often 108 µM), without a hit: at the top dose activity change, negative = inhibition, hits mostly inhibitors | actives 1.1% (n = 580,000) | AID 1671190; active = well fitted inhibition curve with a large enough effect; inconclusive = small, poorly fitted or top-dose-only effect, or another doubt; inactive = no such curve, though single readings can be large or run the other way
Target sequence (P18054 whole entry, looked up): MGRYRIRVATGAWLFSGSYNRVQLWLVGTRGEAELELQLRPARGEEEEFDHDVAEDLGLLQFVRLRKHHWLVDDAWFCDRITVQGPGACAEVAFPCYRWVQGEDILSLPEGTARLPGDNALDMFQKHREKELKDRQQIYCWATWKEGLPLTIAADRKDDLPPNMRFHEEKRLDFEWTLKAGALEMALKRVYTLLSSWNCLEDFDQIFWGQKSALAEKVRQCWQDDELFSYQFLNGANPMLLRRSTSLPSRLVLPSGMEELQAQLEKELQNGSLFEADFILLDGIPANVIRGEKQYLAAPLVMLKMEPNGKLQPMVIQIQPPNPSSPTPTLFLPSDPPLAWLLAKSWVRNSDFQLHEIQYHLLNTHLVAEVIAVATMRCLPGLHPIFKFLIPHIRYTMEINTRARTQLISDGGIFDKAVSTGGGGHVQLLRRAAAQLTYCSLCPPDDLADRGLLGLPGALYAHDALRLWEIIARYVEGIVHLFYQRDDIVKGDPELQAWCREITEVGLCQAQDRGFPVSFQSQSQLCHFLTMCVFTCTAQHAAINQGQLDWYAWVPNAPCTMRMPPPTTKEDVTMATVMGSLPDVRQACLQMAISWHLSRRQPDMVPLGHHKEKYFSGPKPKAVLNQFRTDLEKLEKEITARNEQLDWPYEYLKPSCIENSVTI
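Hydroperoxide product was detected by ferrous iron/xylenol orange as the 573 to 405 nm absorbance ratio. Arachidonic acid at 40 uM (final) was turned over for 30 min at room temperature by 150 nM human 12hLO, pH 7.0 Hepes buffer, after 15 min compound preincubation.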
Active calls of the source: *; ? = inconclusive; [ ] = remark or other dose. % is set by controls: 0 for no effect and ±100 for the full control effect; potency is the fitted concentration of half-maximal effect. These rows are one share of the data (hit frequency here may not be typical).

canonical_smiles	12-LOX inh
O=C(Cc1c[nH]c2ccccc12)NCc1nc2ccccc2[nH]1	42%[activator]
COc1ccc(CCN2CC(C(=O)OCC(=O)c3c(N)n(CC(C)C)c(=O)n(C)c3=O)CC2=O)cc1OC (stereo not given)	-17%
CC(C)CCNC(=O)Cn1nc2n(c1=O)CCCCC2	44%[activator]
CC1CCc2sc(C(=O)OCC(=O)c3ccc4c(c3)OCCO4)cc2C1 (stereo not given)	7%
O=C(Cc1c[nH]c2ccccc12)Nc1cc(F)cc(F)c1	-21%
CCCNc1c(NC(=O)c2ccc(OCC)c(OCC)c2)c(=O)oc2ccccc12	?
Cc1cccc(-c2nc(Nc3ccc(C(=O)O)cc3)c3ccccc3n2)c1	?
O=c1c2cc(Cl)cc(Cl)c2ncn1Cc1ccc(F)cc1Cl	?
CCN(CC)S(=O)(=O)c1ccc(O)c(C(=O)OCC(=O)N2CCCc3ccccc32)c1	?
COc1ccc(N2C(=O)CSC23CCN(C(=O)NCc2ccccc2)CC3)cc1	49%[activator]
O=C1CCCCCCCCCCCCCCO1	3%[176 µM]
O=C(NCCC1CCN(C(=O)Nc2cccc(F)c2)CC1)c1ccccc1F	-3%
Cc1cc(NC(=O)c2nc3ccccc3nc2N2CCCC2)ccc1Br	-20%
COc1ccccc1C(=O)N1CCN(c2cc(C(F)(F)F)nc(C)n2)CC1	3%
COc1ccc(N2CC(C(=O)N3CCN(c4ncccn4)CC3)NC2=O)cc1 (stereo not given)	11%
O=C(NCc1ccccc1)c1ccc(-c2ccc(N3CCSCC3)nc2)cc1	6%
COc1ccccc1C(=O)N[C@@H]1c2ccccc2C2(CCN(C(=O)c3csnn3)CC2)[C@H]1OC	0%
O=C(COc1ccccc1)N[C@H]1CO[C@H]2[C@@H]1OC[C@H]2OC(=O)Nc1ccccc1	-3%[176 µM]
CC1(C(=O)NS(=O)(=O)C2CC2)CCCN(C(=O)c2cccnc2Oc2ccccc2)C1 (stereo not given)	?
COCc1ccc(C(=O)N2CC(=O)N(c3ccccc3C#N)CC2C)s1 (stereo not given)	-9%
CN(CCO)CC1(O)CCCN(Cc2ccccc2F)C1=O (stereo not given)	1%
CN1CCN(CC(=O)N2CCNC(=O)C2CC(=O)Nc2ccc(Br)cc2)CC1 (stereo not given)	4%
CCOc1ccc(CC(=O)N2CCC[C@H]2c2nc(-c3ccc(C)cc3)no2)cc1OCC	44%[activator]
COC[C@H]1C[C@@H](NC(=O)C(C)C)[C@H](O)[C@@H]1O	35%[activator][176 µM]
CC(C)C[C@H](NC(=O)[C@H](CCc1ccccc1)NC(=O)CN1CCOCC1)C(=O)N[C@@H](Cc1ccccc1)C(=O)N[C@@H](CC(C)C)C(=O)[C@@]1(C)CO1	-15%[57.4 µM]

The closing three entries of the section above lead into the next.
canonical_smiles	12-LOX inh
CCOc1ccc(CC(=O)N2CCC[C@H]2c2nc(-c3ccc(C)cc3)no2)cc1OCC	44%[activator]
COC[C@H]1C[C@@H](NC(=O)C(C)C)[C@H](O)[C@@H]1O	35%[activator][176 µM]
CC(C)C[C@H](NC(=O)[C@H](CCc1ccccc1)NC(=O)CN1CCOCC1)C(=O)N[C@@H](Cc1ccccc1)C(=O)N[C@@H](CC(C)C)C(=O)[C@@]1(C)CO1	-15%[57.4 µM]
CSCC(=O)Nc1ccc(C(=O)NCC(F)(F)F)cc1	7%
COc1ccc2[nH]c3c(c2c1)CCNC31CCN(C(=O)c2cccs2)CC1	-1%
COc1ccc(-c2cc(C(=O)NC3CCNCC3)c3c(C)nn(-c4ccccc4)c3n2)cc1	25µM*
Cc1ccccc1CN1CCc2nnc(C(C)NC(=O)C3CCN(C)CC3)n2CC1 (stereo not given)	-1%
CCn1nccc1C(=O)N1CCCC(n2cc(-c3nc(-c4ccccc4)no3)nn2)C1 (stereo not given)	2%
O=C(NC1CCCN(c2cc(N3CCCC3)ncn2)C1)c1ccco1 (stereo not given)	-2%
O=C(NCC(F)(F)F)C1CCN(Cc2ccccc2)CC1	-5%
COc1ccc(NC(=O)Cn2ccn3nc4c(c3c2=O)CC(C)CC4)cc1Cl (stereo not given)	?
CCC(=O)N1CCc2c(sc3ncnc(Nc4ccccc4)c23)C1	22%
C=CCNC(=O)c1ccc(Cn2ccn3nc4c(c3c2=O)CCCC4)cc1	69%[activator]
O=C(Nc1ccccn1)C1CN(Cc2ccc[nH]2)CC12CCOCC2 (stereo not given)	117%[activator]
O=c1[nH]c(CN(Cc2cccs2)CC2CCCO2)nc2scc(-c3ccco3)c12 (stereo not given)	-19%
CCn1nccc1C(=O)NCCC1CCN(C(=O)Nc2ccccc2F)CC1	25%
COc1cc(C2CC(=O)c3c(C)nc(Nc4ccccc4)nc3C2)cc(OC)c1OC (stereo not given)	?
CNC(=S)N/N=C/c1cccc(Cl)c1	?
COCCCNC(=O)C1CCN(C(=O)c2ncn3c2COC(c2ccc(OC)cc2)C3)CC1 (stereo not given)	33%[activator]
O=C(Nc1ccccc1F)N1CC2CC(C1)[C@H]1CCCC(=O)N1C2 (stereo not given in full)	23%
O=C([C@@H]1C[C@@H](Sc2nc3ccccc3[nH]2)CN1Cc1ccc(C(F)(F)F)cc1)N1CCN(c2ccccc2F)CC1	0%
Cc1ccc(S(=O)(=O)Nc2ccc(C)n(CC(=O)NCc3cccc(F)c3)c2=O)cc1	27%
CS(=O)(=O)N1CCC2(CC1)NCCc1c2[nH]c2ccccc12	14%
O=C1CCN(Cc2cccc(C(F)(F)F)c2)CCN1Cc1ccccn1	15%
COCCO[C@H]1C(=O)N(C2CCN(C(=O)c3sc(C)nc3C)CC2)[C@H]1c1ccncc1	83%[activator]
O=C(N1CCN([S+](=O)([O-])Cc2ccccc2)CC1)N1CC2CC(C1)[C@H]1CCCC(=O)N1C2 (stereo not given in full)	1%
COc1ccc(F)cc1C(=O)C(=O)O	8.9µM*
Cc1nc(-c2c3n(c(=O)n(CC(=O)NCc4cccs4)c2=O)CCCCC3)no1	-14%
Cc1sc(NC(=O)C(C)C)c(C#N)c1C	?
CC(C)C[C@@H](CN1CCC[C@H]1CN1C(=O)C(=O)NC[C@@H]1Cc1ccc(O)cc1)N1C[C@H](Cc2ccccc2)N(CCc2ccccc2)C(=O)C1=O	?
O=C(O)c1cc2c(OCc3ccccc3)cccc2[nH]1	-14%
CC1(C(=O)Nc2cccc3cccnc23)CCN1Cc1csc2ccccc12 (stereo not given)	9%
CS(=O)(=O)N1CCCc2cc(C(=O)c3cc4ccccc4o3)ccc21	?
O=C(COC(=O)c1cccnc1Cl)Nc1ccc(N2CCOCC2)cc1	8%
CN(C)c1cccc(C(=O)NCC2CCN(c3cc(-c4ccccc4)[nH]n3)CC2)c1	83%[activator]
COc1ccc(-c2nc(S(=O)(=O)c3ccc4c(c3)OCCO4)c(N3CCN(C)CC3)o2)cc1	35µM*
CCc1ccc2oc(C(=O)Nc3ccccc3Cl)cc(=O)c2c1	-10%
CC1=C[C@@H](CNC(=O)COCC(=O)O)[C@H](C(C)C)C[C@H]1CC(=O)N1CCCC1	?
COc1cncc(NC(=O)C2=NO[C@@H]3CN(Cc4sccc4C)C[C@H]23)c1	-1%[176 µM]
Cc1ccc(CN2CCC(Oc3cnc4c(ccn4CCN[S+](C)(=O)[O-])c3)CC2)c(F)c1	9%
CNC(=O)NC(=O)C(C)n1cnc2c1c(=O)n(C)c(=O)n2C (stereo not given)	5%
O=C(NC1CCCN(c2cc(N3CCCC3)ncn2)C1)c1cccnc1 (stereo not given)	6%
CC1(C(=O)O)CCCN1C(=O)c1cccc(C(F)(F)F)c1 (stereo not given)	-17%
O=C(OCc1ccc(F)cc1)c1cnc2ccccc2n1	1.3µM*
COC1CN(c2ccc(C)cc2)C12CCN(C(=O)c1ccnn1C)CC2 (stereo not given)	23%
CCN(CC)C(=O)COC1CN(Cc2ccc(O)cc2)CC(=O)N(CCc2ccccc2)C1 (stereo not given)	35%[activator]
Cc1ccccc1CNC(=O)c1csc([C@@H]2O[C@H](CO)[C@@H](O)[C@H]2O)n1	?
Cc1oc2ccn(Cc3ccc(F)cc3)c(=O)c2c1C(=O)N1CCN(c2ccccn2)CC1	16%
CC(C)(O)CCc1cccc(C(=O)N2CCN(CC3CCCC3)CC2)c1	8%
Cc1cnc(NC(=O)c2ccc3c(c2)OCCN(C2CCC2)C3)s1	44%[activator][176 µM]
O=C(Cn1ccn2nc(-c3ccc(F)cc3)c(CO)c2c1=O)N1CCCCCC1	32%[activator]
COc1ccc(Cn2c3c(c(=O)n2Cc2ccccc2)CCN(C(=O)Cc2cccc(Cl)c2)C3)cc1	?
Cc1cc(NC(=O)c2ccc([N+](=O)[O-])o2)cc(-c2nc3cc(C(C)C)ccc3o2)c1O	54%[activator]

The list goes on.
canonical_smiles	12-LOX inh
CC(C)(C)C1CCc2c(sc3ncc(NC(=O)c4ccccc4)c(=O)n23)C1 (stereo not given)	?
CC(C)C(=O)N1CCC(Cc2noc(-c3ccccc3)n2)C1 (stereo not given)	29%
CN1Cc2c(cc(N3CCOCC3)nc2-c2cccc(C(F)(F)F)c2)C1=O	3%[176 µM]
COc1ccc(CNC(=O)C2(c3ccc(NC(C)=O)cc3)CCCCC2)cc1	4%
Cc1ccc(Cl)cc1NC(=O)CSc1ncc(-c2ccc(F)cc2)o1	-2%
COC(=O)C1=C(C)N(Cc2ccccc2C(F)(F)F)C(=NCc2ccc(OC)cc2)NC1CCc1ccccc1 (stereo not given)	?
C[C@H]1COc2cc(N3CCC[C@H]3CO)ccc2S(=O)(=O)N1	-5%
CCS(=O)(=O)Nc1ccc(C)n(CC(=O)N(C)Cc2ccccc2)c1=O	7%
COCCN1C(=O)c2cccn2CC1CNS(=O)(=O)Cc1ccccc1 (stereo not given)	?
O=C(c1cccc(OC2CN(Cc3cccc(F)c3)C2)c1)N1CCOCC1	10%
COCCCN(CCOC)Cc1ccccc1	6%
C[C@@H]1CN(C(=O)NCC2CCCCC2)CC[C@@]1(O)C1CCOCC1	22%
CNC(=O)[C@@H](c1ccc(Cl)cc1)N1CCC[C@H]1C(=O)N1CCCC1	2%[176 µM]
NC(=S)NN=Cc1nccc2c(N)cccc12	?
Cc1c(CCC(=O)Nc2cccc(F)c2)c(=O)oc2cc(O)ccc12	11%
CCn1nccc1C(=O)N1CCC2(CC1)NCCc1c2[nH]c2ccccc12	55%[activator]
C/C(=N\NC(=O)C1CCCCC1)c1ccc(NC(=O)c2ccc(Cl)s2)cc1	12%
CN1c2cc(C(=O)Nc3ccc(F)c(Cl)c3)ccc2C(=O)N2CCCCCC21 (stereo not given)	-6%
CN(C)c1ncc2c(n1)C(C)(C(=O)Nc1ccncc1)CCC2 (stereo not given)	10%[176 µM]
CNC(=O)/C=C/c1ccc([N+](=O)[O-])cc1	4%
Fc1ccc(-c2nnc3ccc(NCCc4ccccc4)nn23)nc1	10%[176 µM]
CCCCCCCCN1C(=O)[C@H](CC(=O)NCCCOC)C[C@@]2(C(=O)OC)CCCCC=C12	4%
Nc1ncnc2c1ncn2[C@@H]1O[C@H](C(=O)N2CCN(c3nc4ccccc4o3)CC2)[C@@H](O)[C@H]1O	17%
NC1CCC(NC(=O)C2CCCN(C3CCN(CCc4ccccc4)CC3)C2)CC1 (stereo not given)	8%
COC(=O)c1cc(C(=O)OC)cc(-c2ccc(C=O)o2)c1	-1%
Cc1ccc(C(=O)N2CCC(N3CC(OCC4CC4)C34CCCCC4)CC2)cn1 (stereo not given)	12%
CN(C)c1ccc(C(=O)N2CCC3(CC2)NC(=O)N(Cc2ccc(F)cc2)C3=O)cc1	40%[activator]
CN(C)c1ncc2c(n1)C(C)(C(=O)NCc1ccc3c(c1)OCO3)CCC2 (stereo not given)	2%[176 µM]
O=C(CN1CC2CC(C1)[C@H]1CCCC(=O)N1C2)NC1CC[S+](=O)([O-])C1 (stereo not given in full)	12%
CCOc1ccc(-c2cc(-c3nc(-c4ccc(OCC)cc4)no3)[nH]n2)cc1	33%[activator]
CCCNC(=O)C(=O)NCc1n[nH]c(=O)c2ccccc12	-9%
COc1ccc(CCC(=O)N2C[C@@H]3CCCN4CCC[C@@H]([C@H]34)[C@H]2CCCC(=O)N2CCOCC2)cc1	23%
Cc1ccc(CN2C[C@@H]3C(=O)N(Cc4ccc5c(c4)OCO5)C(=O)[C@@H]3C2)cc1	-1%
CN1CCC2(C1)CN(CC1CC1)c1ccc(C(=O)NC3CCC3)cc12 (stereo not given)	37%[activator][176 µM]
O=C(NCC(c1cccs1)c1c[nH]c2ccccc12)c1cccs1 (stereo not given)	12%
CC(C)N1C(=O)C2(CCCC2)C1C(=O)NC1CC1 (stereo not given)	8%
COc1ccc(OC)c(CNC(=O)C2(CCO)CC23CCOCC3)c1 (stereo not given)	56%[activator]
CCCCCCCCCCCCCCCCCCN(C)C	?
COCCNC(=S)N/N=C(/C)c1ccc(C(C)(C)C)cc1	?

6 entries from above, with the structure last.
12-LOX inh	canonical_smiles
12%	O=C(CN1CC2CC(C1)[C@H]1CCCC(=O)N1C2)NC1CC[S+](=O)([O-])C1 (stereo not given in full)
33%[activator]	CCOc1ccc(-c2cc(-c3nc(-c4ccc(OCC)cc4)no3)[nH]n2)cc1
-9%	CCCNC(=O)C(=O)NCc1n[nH]c(=O)c2ccccc12
23%	COc1ccc(CCC(=O)N2C[C@@H]3CCCN4CCC[C@@H]([C@H]34)[C@H]2CCCC(=O)N2CCOCC2)cc1
-1%	Cc1ccc(CN2C[C@@H]3C(=O)N(Cc4ccc5c(c4)OCO5)C(=O)[C@@H]3C2)cc1
37%[activator][176 µM]	CN1CCC2(C1)CN(CC1CC1)c1ccc(C(=O)NC3CCC3)cc12 (stereo not given)

Compound activity as filed in PubChem BioAssay.
